Vif-A3F inh = qHTS for Inhibitors of Vif-A3F Interactions: qHTS. HeLa A3F-eYFP + Vif (tagged APOBEC3F with the HIV-1 protein that degrades it), YFP fluorescence increase. Potency, µM (top dose mostly 46.1 µM), inactives show top-dose activity, negative = active. 390,000 compounds, 0.2% hits; note: potency is the fitted concentration of half-maximal effect; % of control where 0% means no effect; nearly all actives have a fitted effect of over 65% in size
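Fluorescence increase (Ex 488/Em 500-530) after overnight compound treatment at 37 deg C flags inhibition of Vif-driven A3F-eYFP loss in stable HeLa A3F-eYFP/Vif cells seeded overnight beforehand.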
GRP78 ERSR act = qHTS for Inducers of the Endoplasmic Reticulum Stress Response (ERSR) in Human Glioma: qHTS. U87-MG GRP78 promoter luciferase reporter, 16 h. AID 602332, 2012. Potency, µM, inactives show at the top dose activation, most hits filed as activators. 420,000 compounds, 0.02% hits; note: potency is the fitted concentration of half-maximal effect; series mostly up to about 76 µM; % of control where 0% means no effect; nearly all actives have a fitted effect of over 35% in size
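Stably transfected U87-MG human glioma cells carrying a GRP78-based luminescent sensor were seeded at 1000 cells/well, pin-dosed with compounds and incubated 16 h. Luciferase reagent was then added, and end-point luminescence was read after 10 min at room temperature.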
RGS4 inhibitor = Inhibitors of Regulator of G Protein Signaling (RGS) 4: qHTS; Regulator of G-protein signaling 4 (Homo sapiens), P49798; Transcreener GDP fluorescence polarization, RGS4-accelerated GTP hydrolysis; Potency, µM (top dose mostly 114 µM), inactives show top-dose activity change, negative = inhibition, usual class: inhibitors; 390,000 compounds, 0.039% hits; note: potency is the fitted concentration of half-maximal effect; % is set by controls: 0 for no effect and ±100 for the full control effect; nearly all actives have a fitted effect of over 75% in size; some results filed as inactive show a strong effect at the top dose
Target sequence (P49798 whole entry, looked up): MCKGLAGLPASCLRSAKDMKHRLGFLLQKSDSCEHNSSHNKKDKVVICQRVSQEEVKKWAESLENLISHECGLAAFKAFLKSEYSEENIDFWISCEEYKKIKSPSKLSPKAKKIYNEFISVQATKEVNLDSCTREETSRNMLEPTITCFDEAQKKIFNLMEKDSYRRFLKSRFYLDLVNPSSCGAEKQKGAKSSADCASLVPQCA
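MLSMR compounds (23 nl, pin-transferred) preincubated 10 min at room temperature with a 500nM (2x) first reagent, then RGS4 at 900nM (2x) plus Transcreener GDP mix added; fluorescence polarization (620/688 nm) read before and after 90 min at 30 °C.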
D2 antag = HTS Assay for Allosteric Antagonists of the Human D2 Dopamine Receptor: Primary Screen for Antagonists; 340,000 compounds, 2% hits; HEK293 TREx D2 cells, calcium flux, dopamine EC80; inhibition, % at 10 µM; D(2) dopamine receptor (Homo sapiens), P14416; in the data active = inhibition above about 30%; note: 0% is about no effect
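Cells plated overnight at 30 C with tetracycline; no-wash calcium dye, 30–90 min RT; 10 s baseline; compound pinned; 180 s read; EC80 dopamine added; another 180 s read.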
ERG Ets-DNA blk = qHTS for Small Molecule Inhibitors of the ERG Ets/DNA interaction; Transcriptional regulator ERG (Homo sapiens), P11308; fluorescence polarization, His-ERG Ets domain / labelled DNA; Potency, µM (series often up to 76.9 µM), for inactives: top-dose FP activity, negative = inhibition, usual class: inhibitors; 370,000 compounds, 0.028% hits; active = well fitted inhibition curve with a large enough effect in the polarisation, with a control signal flat; inconclusive = small, poorly fitted or top-dose-only effect, or effect the other way, or a change in a side signal; inactive = no such curve, though single readings can be large or run the other way; the % refers to the polarisation;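 note: polarization taken with two DNA probes labelled with fluorescein and Texas red; potency is the fitted concentration of half-maximal effect; % of control where 0% means no effect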
Target sequence (P11308 whole entry, looked up, the tested form may be a part): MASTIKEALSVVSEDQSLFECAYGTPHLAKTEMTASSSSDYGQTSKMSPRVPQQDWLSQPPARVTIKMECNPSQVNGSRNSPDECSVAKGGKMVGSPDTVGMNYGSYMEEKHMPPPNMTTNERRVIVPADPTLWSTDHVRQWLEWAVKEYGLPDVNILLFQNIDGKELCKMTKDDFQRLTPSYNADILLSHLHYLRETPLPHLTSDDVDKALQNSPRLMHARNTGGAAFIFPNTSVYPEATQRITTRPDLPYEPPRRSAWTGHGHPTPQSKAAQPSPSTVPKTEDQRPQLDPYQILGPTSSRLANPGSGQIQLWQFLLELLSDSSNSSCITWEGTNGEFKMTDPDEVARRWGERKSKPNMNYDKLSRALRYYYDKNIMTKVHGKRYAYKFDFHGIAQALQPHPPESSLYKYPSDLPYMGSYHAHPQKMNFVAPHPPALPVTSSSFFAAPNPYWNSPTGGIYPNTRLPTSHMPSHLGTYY
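His-tagged ERG Ets domain (1 uM in the protein solution; 300mM KCl, 50mM Tris-HCl, 1mM EDTA, 1mM DTT, pH 7.5) received compound, then a probe mix of 5 nM fluorescein-DNA and 100nM Texas-615-DNA. Fluorescence polarization was read for both dyes.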
ALOX12 inh = Primary qHTS assay for inhibitors of human arachidonate 12S-lipoxygenase (ALOX12): Round 2; 580,000 compounds, 1.1% hits; purified 12hLO, xylenol orange hydroperoxide absorbance; Potency, µM (titrated, usually from 108 µM), for the others: top-dose activity change, negative = inhibition, most hits filed as inhibitors; Polyunsaturated fatty acid lipoxygenase ALOX12 (Homo sapiens), P18054; note: potency is the fitted concentration of half-maximal effect; % is set by controls: 0 for no effect and ±100 for the full control effect
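Purified human 12hLO (150 nM final) in 25 mM Hepes, 0.01% Triton X-100, pH 7.0 was preincubated 15 min at room temperature with compound. Then 40 uM arachidonic acid was added, 30 min. Hydroperoxide was read by Fe-XO absorbance ratio 573/405 nm.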
LDHA inh = qHTS assay for inhibitors of human lactate dehydrogenase | L-lactate dehydrogenase A chain (Homo sapiens), P00338 | purified LDHA, NADH/diaphorase-resazurin fluorescence; stronger effect = lower value | activity change, % (values are at about 110 or 230 µM) | 480,000 compounds, 0.15% hits | AID 1347041, 2019; in the data active = activity change below about -30%; inconclusive = mostly about -25% to -30%;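 note: plate controls were DMSO wells for no effect and wells without enzyme for full effect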
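Human LDH5 at 2 nM final in Tris HCl pH 7.4 with 0.06 mM NADH and 0.2 mM pyruvate, reacted 5 minutes at room temperature. Remaining NADH coupled via diaphorase/resazurin; resorufin fluorescence read at 0 and 20 minutes, normalized to enzyme-free and DMSO wells.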
Vif-APOBEC3G blk = qHTS for Inhibitors of Vif-A3G Interactions: qHTS. Potency, µM (titrated, usually from 46.1 µM), for inactives: at the top dose activity, negative = active, most hits filed as inhibitors. 410,000 compounds, 0.076% hits. AID 602310, 2012. DNA dC->dU-editing enzyme APOBEC-3G (Homo sapiens), Q9HC16. HeLa A3G-eYFP + Vif (tagged APOBEC3G with the HIV-1 protein that degrades it), YFP fluorescence, overnight;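 note: potency is the fitted concentration of half-maximal effect; % is set by controls: 0 for no effect and ±100 for the full control effect; nearly all actives have a fitted effect of over 60% in size; hits raise eYFP signal because A3G escapes Vif-driven loss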
Target sequence (Q9HC16 whole entry, looked up): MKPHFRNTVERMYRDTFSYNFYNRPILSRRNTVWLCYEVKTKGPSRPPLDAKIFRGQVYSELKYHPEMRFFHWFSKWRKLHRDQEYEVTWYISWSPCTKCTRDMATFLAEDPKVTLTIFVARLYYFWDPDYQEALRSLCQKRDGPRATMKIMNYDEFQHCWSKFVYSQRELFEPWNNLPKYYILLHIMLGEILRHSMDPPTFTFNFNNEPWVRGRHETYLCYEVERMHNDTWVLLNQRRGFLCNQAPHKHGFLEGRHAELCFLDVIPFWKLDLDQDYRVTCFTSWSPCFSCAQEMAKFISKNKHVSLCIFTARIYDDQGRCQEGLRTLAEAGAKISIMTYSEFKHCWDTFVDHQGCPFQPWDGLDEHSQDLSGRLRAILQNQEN
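HeLa cells stably expressing Vif and C-terminally eYFP-tagged A3G, seeded overnight at 37 deg C, then exposed to compound by pintool overnight at 37 deg C. Rise in yellow fluorescence (Ex 488/Em 500-530, Acumen) marks blocked Vif-driven A3G degradation.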
D2 agonist = HTS Assay for Allosteric Agonists of the Human D2 Dopamine Receptor: Primary Screen for Agonists. 340,000 compounds, 0.53% hits. HEK293 T-REx D2 cells, calcium flux agonist mode. D(2) dopamine receptor (Homo sapiens), P14416. activation, % at 2 µM;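 active = activation over 3 SD above normal in the single-dose calcium agonist read, cut at about 30% in these data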; note: 0% is about no effect
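Tetracycline-induced HEK293 Trex cells with D2 receptor force-coupled to calcium signaling, plated overnight at 30 C and loaded with no-wash calcium dye. Calcium flux read kinetically for 180 s after compound addition; responses flag agonists.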
Numbers without * were called inactive; ? = inconclusive; . = no result given; [ ] = remark or other dose. Unless noted, calls come from the whole dose curve; as a rule, active = well fitted curve in the direction sought with a large enough effect; inconclusive = small, poorly fitted or top-dose-only effect, or another doubt; inactive = no such curve, though single readings can be large; an effect the other way counts as inactive or inconclusive. Only part of the results is shown; the hit share may differ from the screen's.

Molecule,ERG Ets-DNA blk,RGS4 inhibitor,D2 agonist,Vif-A3F inh,GRP78 ERSR act,LDHA inh,ALOX12 inh,D2 antag,Vif-APOBEC3G blk
CCC(=O)Nc1cccc(-c2cn3cccc(C)c3n2)c1,-8%,12%,5.1,-4%,-2%,1,?,-13,-1%
Cc1cc(N2C(=O)c3ccc(C(=O)NCc4ccccc4)cc3C2=O)no1,6%,-16%,.,-14%,-4%,-4,?,.,2%
Cc1cccc(NC(=O)N2CCC(CN3CCOCC3)CC2)c1C,-1%,-2%,0.8,-10%,-4%,2,-15%,.,1%
Cc1ccc(Nc2nc(N)c([N+](=O)[O-])c(NCCO)n2)cc1,5%,1%,1.1,0%,8%,-10,115%[activator],-13,1%
COc1ccc(C(=O)Cc2nnc(C)s2)c(OC)c1,.,7%,-0.5,-21%,5%,11,-15%,-7,-4%
CSCCC(NC(=O)c1ccccc1Cl)C(=O)N1CCC1 (configuration not stated),-15%,12%,-0.3,3%,-5%,-1,1%,-3,2%
CCCNC(=O)Cn1c(=O)cc(C)c2c(C)nn(-c3cccc(F)c3)c21,5%,-4%,-0.1,3%,-2%,-1,-15%,.,1%
O=C(COc1ccc(Cl)cc1)NCCN1CCCC1,104%[activator],10%,0.5,-2%,-1%,-3,-11%,-11,-8%
Cc1ccccc1NC(=O)CC(C)S(=O)(=O)c1ccc2c(c1)NC(=O)CO2 (configuration not stated),5%,20%[11.4 µM],-3.4,4%,-1%,-3,-2%,-2,1%
CCOC(=O)C(NC(=O)c1ccccc1)=C1CCCCC1,10%,5%,0.9,-9%,-3%,-7,-1%,6,1%
CN(NC(=O)c1ccc(Cl)cc1)c1cccc(Cl)n1,-14%,29%,-0.4,-14%,1%,-13,0%,13,2%
O=C(c1cc(COc2ccc(F)c(F)c2)on1)N1CCN(C2CCCCC2)C(=O)C1,4%,3%,1.5,10%,6%,2,-2%,12,-1%
Cc1ccc(NC(=O)CSc2nc3[nH]ncc3c(=O)[nH]2)c(C)c1,-1%,-8%,-0.3,-7%,-2%,-12,-4%,-3,0%
COc1ccc(C(=O)NC(=S)NCc2cccnc2)cc1[N+](=O)[O-],-5%,12%,-0.5,-15%,-1%,-9,17%,-22,-2%
Cc1cccc(C(=O)Nc2ccc3c(c2)C(=O)NC3=O)c1,19%,-1%,-1.0,1%,0%,-5,?,-14,1%
COc1ccc(Br)cc1C(=O)N/N=C/c1cccnc1,-1%,-6%,.,1%,-1%,-6,4%,-1,0%
Cc1ccc(NC(=O)C2C3CCC(O3)C2C(=O)O)c(Br)c1 (configuration not stated),0%,2%,1.6,1%,-2%,-7,73%[activator],-5,0%
CCOC(=O)c1cc(C)n(CCCN2CCOCC2)c1C,3%,-14%,-0.7,1%,-2%,-5,?,2,-1%
Cn1c2ccc(CC(=O)O)cc2c2cc(CC(=O)O)ccc21,.,3%,0.8,4%,-3%,8,-15%,13,-1%
C#CCOCCOCCOCCNc1nc(N2CCN(C(=O)[C@H](CCC(=O)O)n3cc(C(N)[C@H](C)CC)nn3)CC2)nc(N2CCN(C(=O)[C@H](Cc3ccc(O)cc3)n3cc(C(N)[C@H](C)CC)nn3)CC2)n1 (some centres not stated),2%,-19%,0.1,0%,-5%,0,.,-8,-3%
Cc1cc(C)c(OCCNCc2ccccc2)c(C)c1,-2%,-39%,0.5,-8%,-4%,-13,?,-7,0%
CC(C)C(NC(=O)C1(NC(=O)OCc2ccccc2)CCCC1)C(=O)O (configuration not stated),3%,9%,.,-6%,-5%,-8,-6%,.,-3%
O=[N+]([O-])c1cccc(C2NCC(c3ccccc3Cl)c3c2[nH]c2ccccc32)c1 (configuration not stated),-2%,22%,0.1,-25%,-5%,-2,-25%,4,-16%
CCn1c(SCC(=O)N2CCCC2)nnc1-c1ccc(S(=O)(=O)N2CCCCCC2)cc1,7%,10%,1.0,-2%,-7%,-3,-5%,-18,6%
Cc1ccccc1Nc1c(-c2ccco2)nc2c(C)cccn12,-2%,?,-0.2,-11%,1%,-5,?,.,-6%
Cc1ccc(C)c(NC(=O)c2nc(-c3ccccc3)n(-c3ccccc3)n2)c1,-17%,2%,0.4,9%,-1%,-6,0%,11,2%
CN(C(=O)c1ccc(NC(=O)Cc2cccc(NC(=O)C3CCCN(C(=O)C4CC4)C3)c2)cc1)C1CCCC1 (configuration not stated),6%,4%,0.5,0%,-4%,0,-16%,-9,-1%
Cc1csc2ncc(C(=O)Nc3ccc(C(F)(F)F)cc3)c(=O)n12,2%,-10%,0.0,3%,-2%,-9,13%,-12,6%
CCCCNC(=O)N1CCOCCOCCN(C(=O)NCCCC)CCOCCOCC1,6%,-17%,2.7,-2%,-3%,-4,0%,32*,-4%
O=C(Nc1ccc(N2CCN(C(=O)c3ccccc3F)CC2)cc1)c1cncc(Br)c1,1%,12%,-0.9,-2%,-6%,-3,6%,-1,2%

Four entries from above, with each value named.
Cn1c2ccc(CC(=O)O)cc2c2cc(CC(=O)O)ccc21
  ERG Ets-DNA blk: .; RGS4 inhibitor: 3%; D2 agonist: 0.8; Vif-A3F inh: 4%; GRP78 ERSR act: -3%; LDHA inh: 8; ALOX12 inh: -15%; D2 antag: 13; Vif-APOBEC3G blk: -1%

C#CCOCCOCCOCCNc1nc(N2CCN(C(=O)[C@H](CCC(=O)O)n3cc(C(N)[C@H](C)CC)nn3)CC2)nc(N2CCN(C(=O)[C@H](Cc3ccc(O)cc3)n3cc(C(N)[C@H](C)CC)nn3)CC2)n1 (some centres not stated)
  ERG Ets-DNA blk: 2%; RGS4 inhibitor: -19%; D2 agonist: 0.1; Vif-A3F inh: 0%; GRP78 ERSR act: -5%; LDHA inh: 0; ALOX12 inh: .; D2 antag: -8; Vif-APOBEC3G blk: -3%

Cc1cc(C)c(OCCNCc2ccccc2)c(C)c1
  ERG Ets-DNA blk: -2%; RGS4 inhibitor: -39%; D2 agonist: 0.5; Vif-A3F inh: -8%; GRP78 ERSR act: -4%; LDHA inh: -13; ALOX12 inh: ?; D2 antag: -7; Vif-APOBEC3G blk: 0%

CC(C)C(NC(=O)C1(NC(=O)OCc2ccccc2)CCCC1)C(=O)O (configuration not stated)
  ERG Ets-DNA blk: 3%; RGS4 inhibitor: 9%; D2 agonist: .; Vif-A3F inh: -6%; GRP78 ERSR act: -5%; LDHA inh: -8; ALOX12 inh: -6%; D2 antag: .; Vif-APOBEC3G blk: -3%

(next part)
Molecule,ERG Ets-DNA blk,RGS4 inhibitor,D2 agonist,Vif-A3F inh,GRP78 ERSR act,LDHA inh,ALOX12 inh,D2 antag,Vif-APOBEC3G blk
CCCCOc1cccc(C(=O)N(Cc2ccc(Br)o2)C2CCS(=O)(=O)C2)c1 (configuration not stated),2%,11%,0.4,4%,-4%,4,0%,.,2%
O=C(O)c1cc(-c2ccncc2)nc2ccc(S(=O)(=O)N3CCOCC3)cc12,4%,8%,-0.8,-10%,-3%,11,-27%,-16,-3%
O=C(Nc1cccc2ccccc12)NC1Cc2ccccc2C1,4%[15.4 µM],-15%,9.6,12%,?,1,4%,-3,-3%
COc1ccc(CNCCC(c2ccc3c(c2)OCO3)c2ccccc2OC)cc1 (configuration not stated),-4%,7%,1.9,6%,-3%,8,7%,.,-6%
O=C(Cc1n[nH]c(=O)c2ccccc12)OCC(=O)c1ccc(OC(F)F)cc1OC(F)F,0%,-4%,0.2,-7%,-5%,-8,2%,9,-1%
COc1ccc(N(CC(=O)NCc2ccccc2)S(=O)(=O)c2c(C)noc2C)cc1,-2%,20%,-0.8,-21%,-4%,-3,0%,0,3%
Cc1cc(OCC(=O)NC(C)(C)C)ccc1Cl,-8%,16%,-0.9,9%,13%,-2,18%,-11,-4%
CN(CC(=O)Nc1cccc(F)c1)C(=O)Cn1cnc2c1c(=O)n(C)c(=O)n2C,2%,-7%,0.6,9%,-3%,-3,-16%,-5,0%
COCc1cc(C)n(CC(=O)Nc2ccc3c(c2)OCO3)c(=O)c1C#N,-6%,-9%,-0.1,-3%,-2%,-1,1%,27,-16%
CC(C)(C)C(=O)CC(=O)Nc1ccc(Cl)c(N)c1,.,-8%,0.2,2%,4%,4,-10%,2,1%

Screens deposited in PubChem by National Center for Advancing Translational Sciences (NCATS).
